Screening results as filed in PubChem.
D2 agonist: HTS Assay for Allosteric Agonists of the Human D2 Dopamine Receptor: Primary Screen for Agonists; HEK293 T-REx D2 cells, calcium flux agonist mode; actives 0.53% (n = 340,000); AID 485358, 2010; activation, % at 2 µM; D(2) dopamine receptor (Homo sapiens), P14416;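 active = activation over 3 SD above normal in the single-dose calcium agonist read, cut at about 30% in these data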; also: 0% is about no effect
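In this primary screen, compounds producing a positive calcium signal within 180 s of addition to tetracycline-induced, force-coupled HEK293 Trex D2 cells are flagged; cells are dye-loaded with a no-wash calcium kit beforehand.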
ALOX12 inh: Primary qHTS assay for inhibitors of human arachidonate 12S-lipoxygenase (ALOX12): Round 2. Polyunsaturated fatty acid lipoxygenase ALOX12 (Homo sapiens), P18054. actives 1.1% (n = 580,000). AID 1671190, 2021. purified 12hLO, xylenol orange hydroperoxide absorbance. Potency, µM (titrated, usually from 108 µM), for inactives: top-dose activity change, negative = inhibition, hits mostly inhibitors; also: potency is read from the fitted curve at half-maximal effect; % is scaled to controls: 0 for no effect and ±100 for the full control effect
Target sequence (P18054 whole entry, looked up): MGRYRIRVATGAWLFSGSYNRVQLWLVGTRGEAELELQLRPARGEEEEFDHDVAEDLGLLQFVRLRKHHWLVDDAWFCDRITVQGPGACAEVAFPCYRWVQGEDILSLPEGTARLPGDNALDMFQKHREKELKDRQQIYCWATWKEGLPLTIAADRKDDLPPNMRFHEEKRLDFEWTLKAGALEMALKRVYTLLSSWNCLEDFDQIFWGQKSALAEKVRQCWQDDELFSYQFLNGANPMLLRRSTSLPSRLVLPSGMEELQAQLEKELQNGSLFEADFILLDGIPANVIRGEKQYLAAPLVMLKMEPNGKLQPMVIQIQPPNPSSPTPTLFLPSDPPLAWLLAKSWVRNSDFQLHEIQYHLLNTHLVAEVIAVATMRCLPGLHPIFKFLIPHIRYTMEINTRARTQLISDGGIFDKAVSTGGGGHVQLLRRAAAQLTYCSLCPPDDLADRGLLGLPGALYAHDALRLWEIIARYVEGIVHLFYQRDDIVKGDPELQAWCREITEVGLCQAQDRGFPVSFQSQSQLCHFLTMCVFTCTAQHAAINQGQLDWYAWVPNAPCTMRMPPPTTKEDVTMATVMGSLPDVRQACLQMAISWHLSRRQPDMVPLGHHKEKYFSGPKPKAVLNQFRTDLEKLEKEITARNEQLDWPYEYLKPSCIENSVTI
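Hydroperoxide product was detected by ferrous iron/xylenol orange as the 573 to 405 nm absorbance ratio. Arachidonic acid at 40 uM (final) was turned over for 30 min at room temperature by 150 nM human 12hLO, pH 7.0 Hepes buffer, after 15 min compound preincubation.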
Vif-APOBEC3F blk: qHTS for Inhibitors of Vif-A3F Interactions: qHTS; Potency, µM (doses to about 46.1 µM), inactives show top-dose activity, negative = active; actives 0.2% (n = 390,000); HeLa A3F-eYFP + Vif (tagged APOBEC3F with the HIV-1 protein that degrades it), YFP fluorescence increase; AID 602313, 2012; also: potency is read from the fitted curve at half-maximal effect; % of control where 0% means no effect; nearly all actives have a fitted effect of over 65% in size
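HeLa cells stably expressing A3F-eYFP plus Vif, plated and incubated overnight at 37 deg C, then exposed to compounds overnight at 37 deg C. Blocked degradation read as raised yellow fluorescence (Ex 488/Em 500-530).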
Vif-A3G inh: qHTS for Inhibitors of Vif-A3G Interactions: qHTS; DNA dC->dU-editing enzyme APOBEC-3G (Homo sapiens), Q9HC16; actives 0.076% (n = 410,000); HeLa A3G-eYFP + Vif (tagged APOBEC3G with the HIV-1 protein that degrades it), YFP fluorescence, overnight; Potency, µM (highest dose often 46.1 µM), without a hit: top-dose activity, negative = active, most hits filed as inhibitors;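 also: potency is read from the fitted curve at half-maximal effect; % is scaled to controls: 0 for no effect and ±100 for the full control effect; nearly all actives have a fitted effect of over 60% in size; hits raise eYFP signal because A3G escapes Vif-driven loss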
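Read-out is eYFP fluorescence (Ex 488/Em 500-530) from Vif-expressing HeLa A3G-eYFP cells; more signal means A3G escaped Vif-mediated degradation. Cells plated overnight, compound pinned in, incubated overnight at 37 deg C.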
LDHA inh: qHTS assay for inhibitors of human lactate dehydrogenase; L-lactate dehydrogenase A chain (Homo sapiens), P00338; actives 0.15% (n = 480,000); activity change, % (values are at about 110 or 230 µM); purified LDHA, NADH/diaphorase-resazurin fluorescence; active compounds read low; in the data active = activity change below about -30%; inconclusive = mostly about -25% to -30%;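 also: plate controls were DMSO wells for no effect and wells without enzyme for full effect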
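Remaining NADH was detected by diaphorase (0.133 mg/mL) converting 37 µM resazurin to fluorescent resorufin, read at 0 and 20 minutes. The preceding 5-minute room-temperature reaction used 2 nM LDHA, 0.2 mM sodium pyruvate and 0.06 mM NADH at pH 7.4.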
GRP78 ERSR act: qHTS for Inducers of the Endoplasmic Reticulum Stress Response (ERSR) in Human Glioma: qHTS; Potency, µM, for inactives: at the top dose activation, most hits filed as activators; U87-MG GRP78 promoter luciferase reporter, 16 h; AID 602332, 2012; actives 0.02% (n = 420,000); also: potency is read from the fitted curve at half-maximal effect; series mostly up to about 76 µM; % of control where 0% means no effect; nearly all actives have a fitted effect of over 35% in size
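ERSR induction read as luciferase luminescence (Bright-Glo, 10 min at room temperature) in stably transfected human U87-MG glioma cells exposed to compounds for 16 h, using GRP78 as sensor.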
ERG-DNA inh: qHTS for Small Molecule Inhibitors of the ERG Ets/DNA interaction | fluorescence polarization, His-ERG Ets domain / labelled DNA | Potency, µM (top dose mostly 76.9 µM), for the others: at the highest dose FP activity, negative = inhibition, usual class: inhibitors | actives 0.028% (n = 370,000); active = well fitted inhibition curve with a large enough effect in the polarisation, with a control signal flat; inconclusive = small, poorly fitted or top-dose-only effect, or effect the other way, or a change in a side signal; inactive = no such curve, though single readings can be large or run the other way; the % refers to the polarisation;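 also: polarization taken with two DNA probes labelled with fluorescein and Texas red; potency is read from the fitted curve at half-maximal effect; % of control where 0% means no effect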
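His-tagged ERG Ets domain (1 uM in the protein solution; 300mM KCl, 50mM Tris-HCl, 1mM EDTA, 1mM DTT, pH 7.5) received compound, then a probe mix of 5 nM fluorescein-DNA and 100nM Texas-615-DNA. Fluorescence polarization was read for both dyes.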
D2 antag: HTS Assay for Allosteric Antagonists of the Human D2 Dopamine Receptor: Primary Screen for Antagonists | D(2) dopamine receptor (Homo sapiens), P14416 | HEK293 TREx D2 cells, calcium flux, dopamine EC80 | inhibition, % at 10 µM | actives 2% (n = 340,000) | AID 485344, 2010; in the data active = inhibition above about 30%; also: 0% is about no effect
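HEK293 T-REx D2 cells, tet-induced, calcium dye no-wash. Cpd pintool add, 180 s kinetic, then EC80 DA, 180 s kinetic. Ca flux read.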
RGS4 inhibitor: Inhibitors of Regulator of G Protein Signaling (RGS) 4: qHTS | Regulator of G-protein signaling 4 (Homo sapiens), P49798 | Transcreener GDP fluorescence polarization, RGS4-accelerated GTP hydrolysis | Potency, µM (doses to about 114 µM), for inactives: at the top dose activity change, negative = inhibition, most hits filed as inhibitors | actives 0.039% (n = 390,000); also: potency is read from the fitted curve at half-maximal effect; % is scaled to controls: 0 for no effect and ±100 for the full control effect; nearly all actives have a fitted effect of over 75% in size; some results filed as inactive show a strong effect at the top dose
Target sequence (P49798 whole entry, looked up): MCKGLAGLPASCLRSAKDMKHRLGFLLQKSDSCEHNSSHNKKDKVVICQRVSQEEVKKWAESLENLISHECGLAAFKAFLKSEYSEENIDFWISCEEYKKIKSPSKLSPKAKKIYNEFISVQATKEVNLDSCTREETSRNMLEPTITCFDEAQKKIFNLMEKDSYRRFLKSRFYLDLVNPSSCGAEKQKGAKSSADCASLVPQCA
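MLSMR compounds (23 nl, pin-transferred) preincubated 10 min at room temperature with a 500nM (2x) first reagent, then RGS4 at 900nM (2x) plus Transcreener GDP mix added; fluorescence polarization (620/688 nm) read before and after 90 min at 30 °C.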
* marks the source's active call; other numbers are inactive results; u = inconclusive; x = no result given; & = joins results of further samples; [ ] = another dose, or the depositor's remark. Unless noted, calls follow the shape of the dose curve; as a rule, active = well fitted curve in the direction sought with a large enough effect; inconclusive = small, poorly fitted or top-dose-only effect, or another doubt; inactive = no such curve, though single readings can be large; an effect the other way counts as inactive or inconclusive. The list is partial; count on the stated rates, not on these rows.

| Molecule | D2 agonist | ALOX12 inh | Vif-APOBEC3F blk | Vif-A3G inh | LDHA inh | GRP78 ERSR act | ERG-DNA inh | D2 antag | RGS4 inhibitor |
| --- | --- | --- | --- | --- | --- | --- | --- | --- | --- |
| CCOc1cc(C)c(S(=O)(=O)NC2CC(C)(C)NC(C)(C)C2)cc1C | 0.2 | -6%&-18% | 15% | -1% | 4&0 | -3% | 1% | 18 | -4% |
| COc1ccc(N2CCN(C(c3ccc4ncccc4c3)c3nnnn3C(C)C)CC2)cc1 (stereo not given) | 0.4 | -8% | 0% | -8% | -3 | -1% | 12% | -1 | 6%[56.9 µM] |
| COc1cc(NC(=O)c2ccc3c(c2)OCO3)ccc1NC(=O)c1cccs1 | -0.3 | 6% | 4% | 0% | -2 | 2% | 1% | 2 | -14% |
| O=C1CC(c2ccsc2)c2ccc3ccccc3c2N1 (stereo not given) | 1.0 | -25% | -17% | -1% | -2 | 3% | -8% | -35 | -3% |
| O=S(=O)(c1cccs1)N1CCC2(CC1)OCCO2 | -0.4 | 0% | 2% | -4% | -2 | -1% | 3% | 3 | -2% |
| O=C(CNC(=S)N(Cc1ccccc1)Cc1cccs1)NCc1ccc(F)cc1 | x | -11% | 3% | -2% | -2 | -5% | -3% | x | -2% |
| Cc1ccc(O)c(NC(=O)C2CCCN2C(=O)OCc2ccccc2)c1 (stereo not given) | 0.1 | -17% | -3% | -1% | 0 | -3% | -1% | -12 | 14% |
| COc1ccc(-n2ncc(C(=O)N3CCN(c4cc(C)ccc4C)CC3)c2C2CCN(C(=O)OC(C)(C)C)CC2)cc1 | 0.4 | -8% | 0% | -2% | -11 | -3% | 1% | x | 21% |
| COc1ccc(OC)c(NC(=O)C2(C)CCN2C(=O)CC2CC2)c1 (stereo not given) | x | -4% | x | -4% | -2 | -4% | x | x | x |
| COc1ccccc1/C=C/CN1CCN(Cc2ccc(F)cc2)C(CCO)C1 (stereo not given) | x | 1% | 3% | 1% | -2 | -4% | 138%[activator] | x | -12% |
| CC(C)NC(=O)Nc1cccc2c1O[C@H](CN(C)C(=O)NC(C)C)[C@@H](C)CN([C@H](C)CO)C2=O | x | -1% | -4% | -2% | 6 | -2% | 2% | x | -14% |
| Cc1ccc(C)c(NC(=O)CN(C)C(=O)c2sccc2C)c1 | -0.9 | 10% | 6% | 0% | -5 | 1% | -12% | 12 | 3% |
| O=c1[nH]c2cc(Br)cnc2nc1/C=C(\O)c1ccc(F)cc1 | 13 | -16% | 10µM* | -9% | -5 | -3% | x | 4 | -17% |
| Cc1nn2c(=O)cc(COC(=O)c3ccccc3NC(=O)C(C)C)nc2s1 | -1.5 | u | -14% | -3% | -13&2 | 0% | -1% | x | -7% |
| COc1ccc(/C=C(\C#N)c2nc3ccc(C)cc3[nH]2)cc1Oc1ccc(C(F)(F)F)cc1[N+](=O)[O-] | 0.7 | 1% | u | -18% | -3 | 2% | -2% | -6 | 3% |
| Cc1cc2c(c(SCC(=O)Nc3ccc(C)c(C)c3)n1)C(=O)OC2 | -1.8 | 45%[activator] | -4% | 0% | -6 | 1% | 4% | -4 | 2% |
| COc1ccc(C2=NN(CN3C(=O)C(=O)c4ccccc43)C(c3ccc(C)cc3)C2)cc1 (stereo not given) | -1.0 | -2% | -2% | 2% | 0 | 5% | -1% | -14 | -21% |
| COc1ccc(N=C2SCC(=O)N2C)cc1 | x | 0% | -3% | -5% | -9 | -6% | x | x | x |
| CC1(C(=O)NS(=O)(=O)c2ccc(Br)cc2)CCN1C(=O)CCC1CCCC1 (stereo not given) | x | -17% | x | -2% | -8 | -4% | x | x | x |
| COc1cccc(-c2cnc3c(NC=O)cc(-c4cc(C)c(O)c(C)c4)cn23)c1 | x | u | x | u | 30 | 1% | x | x | x |
| CCc1ccc(-c2ccc(SCC(=O)Nc3nnc(C)s3)nn2)cc1 | -0.2 | -5% | -9% | -5% | -4 | 7% | 12% | -12 | -13% |
| COc1ccccc1CNS(=O)(=O)c1cc2c3c(c1)C(C)C(=O)N3CCC2 (stereo not given) | 0.3 | -7% | 3% | 0% | -1 | 0% | -3% | -8 | -1% |
| CC(C)CCN1CC(C(=O)NCCC2=CCCCC2)CC1=O (stereo not given) | -1.0 | 4%[57.4 µM] | -1% | 2% | -11 | -1% | x | -8 | 17% |
| Cc1ccc(C)c(N2CCN(C(=O)c3cccn4c(=O)c5sccc5nc34)CC2)c1 | 0.9 | -7% | 5% | u | -1 | 0% | 0% | -10 | 3% |
| CCCCOc1ccc(C2=NNC(=O)CC2)cc1 | 1.1 | -3% | -12% | u | -5 | 1% | -6% | -7 | 64%[activator] |

Brought forward from above: 3 entries; new compounds follow.
Compound | D2 agonist | ALOX12 inh | Vif-APOBEC3F blk | Vif-A3G inh | LDHA inh | GRP78 ERSR act | ERG-DNA inh | D2 antag | RGS4 inhibitor
CC(C)CCN1CC(C(=O)NCCC2=CCCCC2)CC1=O (stereo not given) | -1.0 | 4%[57.4 µM] | -1% | 2% | -11 | -1% | x | -8 | 17%
Cc1ccc(C)c(N2CCN(C(=O)c3cccn4c(=O)c5sccc5nc34)CC2)c1 | 0.9 | -7% | 5% | u | -1 | 0% | 0% | -10 | 3%
CCCCOc1ccc(C2=NNC(=O)CC2)cc1 | 1.1 | -3% | -12% | u | -5 | 1% | -6% | -7 | 64%[activator]
CCOC(=O)C1=C(C)NC(C)=C(C(=O)OC)C1c1cccc(Cl)c1Cl (stereo not given) | -3.6 | u | 2% | 1%&-6% | -3&-1 | -5%&-4%&-1%&-8% | -18% | -10 | -14%[56.9 µM]
CC(C)c1ccc(NS(=O)(=O)c2ccc3[nH]cc(C(=O)N4CCCC4)c(=O)c3c2)cc1 | 0.1 | u | 1% | -5% | -8 | -2% | 0% | x | -28%
COc1ccccc1N1CCN(C(=O)C2CCN(C(=O)c3cccc(Cl)c3)CC2)CC1 | -2.2 | 16% | -8% | 6% | -6 | -4% | -4% | -3 | 7%
CC(N=C1NS(=O)(=O)c2ccccc21)C(=O)Nc1ccc(F)cc1Cl (stereo not given) | 0.1 | 53%[activator] | -4% | 0% | -3 | -3% | 2% | -49 | -11%
c1ccc(C2(Cn3ccc4ccccc43)OCCO2)cc1 | 1.0 | u | -2% | 1% | 2 | -2% | 11% | 4 | -14%
COC(=O)C1=CN(c2ccc(OC)cc2)C=C(C(=O)OC)C1c1cc(OC)c(OC)cc1OC | 0.4 | 1% | -1% | 0% | -9 | -3% | -3% | 9 | 26%
Cc1sc2nc(CN3CCCC3)nc(N3CCN(S(=O)(=O)c4cccs4)CC3)c2c1C | 0.1 | u | -8% | -4% | 0 | -2% | 8% | 3 | 11%
COc1ccc(/C=C/c2c([N+](=O)[O-])c(=O)n(C)c(=O)n2C)cc1 | 0.1 | -8% | -19% | -1% | -1 | -3% | -18% | -8 | u
COc1ccccc1-n1ccnc(SCC(=O)NCc2ccccc2)c1=O | -0.4 | -4% | 1% | -2% | -1 | -4% | 6% | -1 | -45%
Cc1ccc(C(=O)N2CCC(C(N)=O)CC2)cc1C | -2.2 | 0% | -6% | -4% | -4 | -1% | -2% | -21 | -17%
COc1cc(C(=O)N(Cc2ccc(N(C)C)cc2)C2CCS(=O)(=O)C2)cc(OC)c1OC (stereo not given) | 0.0 | 0% | -1% | 2% | 3 | -1% | 9% | -10 | -14%[11.4 µM]
COc1cc(C)nc(N2CCCC(C(=O)NC3CCC(C)CC3)C2)n1 (stereo not given) | -0.2 | x | -1% | -2% | 0 | 1% | x | 15 | 10%
O=C1CCN(C(=O)CSc2ccc(Cl)cc2)N1 | 1.4 | -19% | -12% | -1% | 2 | -2% | 15% | -32 | u
O=C(N/N=C/c1ccoc1)c1cc(O)cc(O)c1 | 0.0 | 392%[activator] | 4% | 0% | -3 | 0% | 3% | -7 | 13%
COc1ccc2c(c1)CCc1cn3nc(C)cc3nc1-2 | 1.6 | u | 7% | -2% | 23 | -1% | -6% | -30 | -48%
Cc1cnc(C(=O)Oc2c(C)ccc(C)c2C)cn1 | 0.2 | -9% | 3% | -5% | -7 | 0% | 3% | 7 | 28%
Cc1cc(N(C)/N=C/c2ccccc2)nc(-c2ccccc2O)n1 | 1.1 | -5% | 5% | 2% | -1 | 1% | -1% | 8 | 9%[56.9 µM]
O=C(CN(Cc1ccccc1)S(=O)(=O)c1cccc(C(F)(F)F)c1)NC1CCCCC1 | -0.8 | 1% | 0% | -1% | -3 | -3% | 2% | -11 | -8%
